Giardia FBPA inh: Giardia lamblia aldolase inhibition; purified Giardia FBPA; Potency, µM (series often up to 59.6 µM), for the others: top-dose activity, negative = inhibition, actives largely listed as inhibitors; 290,000 compounds, 0.71% hits; AID 2451; note: potency is the fitted concentration of half-maximal effect; % is set by controls: 0 for no effect and ±100 for the full control effect; nearly all actives have a fitted effect of over 55% in size
Target sequence (A8B2U2 whole entry, looked up): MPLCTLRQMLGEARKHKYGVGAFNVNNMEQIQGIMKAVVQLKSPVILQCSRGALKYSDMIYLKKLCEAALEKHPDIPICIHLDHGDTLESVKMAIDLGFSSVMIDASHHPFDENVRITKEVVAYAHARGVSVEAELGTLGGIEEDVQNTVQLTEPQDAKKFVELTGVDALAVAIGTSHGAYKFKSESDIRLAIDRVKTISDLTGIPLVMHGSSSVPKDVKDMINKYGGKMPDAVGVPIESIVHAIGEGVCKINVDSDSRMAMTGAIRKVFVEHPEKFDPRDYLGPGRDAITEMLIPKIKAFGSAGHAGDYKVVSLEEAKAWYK
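40 nM FBPA preincubated 10 min at RT with compound (up to 57.5 uM final), then substrate plus GAPDH/TPI/NAD/arsenate coupling and diaphorase/resazurin added. Fluorescence read after 20 min at RT, 525/598 nm.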
CHX counter: affects cycloheximide protein synthesis inhibition readout, counter-screen; cell reporter, cycloheximide protein synthesis inhibition counterscreen; max response, %; 300,000 compounds, 12% hits; in the data active = max response mostly above about 13%, no sharp cut-off; inactive = mostly below about 14%; note: read at 38.3 µM for the half of the compounds with a filed dose; 0% is about no effect
Pf growth 48h: inhibits P. falciparum growth in the first generation, 48 h | Potency, µM (doses to about 28.7 µM), for the others: at the top dose activity change, negative = inhibition, most hits filed as inhibitors | AID 504832 | 310,000 compounds, 5.9% hits | P. falciparum luciferase growth in erythrocytes, 48 h; note: potency is the fitted concentration of half-maximal effect; % is set by controls: 0 for no effect and ±100 for the full control effect
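In quantitative HTS format, infected erythrocytes bearing luciferase-reporter parasites were treated for a single generation at 37 C. Luminescence after adding detection reagent served as the growth measure.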
Pf growth 96h: P. falciparum growth inhibition at 96 hours | AID 504834 | Potency, µM (top dose mostly 28.7 µM), inactives show top-dose activity change, negative = inhibition, usual class: inhibitors | 320,000 compounds, 6.9% hits | P. falciparum luciferase reporter growth, 96 h; note: potency is the fitted concentration of half-maximal effect; % is set by controls: 0 for no effect and ±100 for the full control effect
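P. falciparum expressing integrated firefly luciferase, in erythrocytes at 2% hematocrit, 0.05% parasitemia, incubated with compounds 96 h at 37 C, 5% CO2. Growth inhibition read as loss of luminescence; two-generation exposure targets delayed-death apicoplast inhibitors.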
HCV inh: inhibitors of hepatitis C virus infection | AID 651820 | Huh7.5.1 HCVcc-Cre infection, luciferase reporter, 44 h | 340,000 compounds, 3.4% hits | Potency, µM (series often up to 41.8 µM), for inactives: at the top dose activity change, negative = inhibition, usual class: inhibitors; note: potency is the fitted concentration of half-maximal effect; % is set by controls: 0 for no effect and ±100 for the full control effect
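After 44 h co-culture of compound, cells and HCVcc-Cre (~0.5 moi), substrate is added for 15 min at room temperature and luciferase measured over 15 sec. Cells were seeded at 1,000/well and pre-cultured 4 h.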
Shiga toxin inh: inhibitors of Shiga toxin in Vero cells | inhibition, % at 38.7 µM | Vero cells, Shiga toxin protein synthesis inhibition reporter | 290,000 compounds, 9.2% hits | AID 2315; in the data active = inhibition mostly above about 28%, no sharp cut-off; inactive = mostly below about 43%; note: 0% is about no effect
Active calls of the source: *; [ ] = another dose, or the depositor's remark. Unless noted, calls come from the whole dose curve; as a rule, active = well fitted curve in the direction sought with a large enough effect; inconclusive = small, poorly fitted or top-dose-only effect, or another doubt; inactive = no such curve, though single readings can be large; an effect the other way counts as inactive or inconclusive. Random draw from the library; any-hit rate near 24%.

What do the screens show for `CC(NC(=O)c1cc(S(=O)(=O)N(C)C)ccc1Cl)C1CC2CCC1C2` (stereo unspecified)?
Giardia FBPA inh: -6%; CHX counter: -3; Pf growth 48h: -16%; Pf growth 96h: inconclusive; HCV inh: inconclusive; Shiga toxin inh: -4

How did Cc1ccccc1C(=O)Nc1c2c(nn1C(C)(C)C)CS(=O)(=O)C2 do in these assays?
CHX counter: -1; Pf growth 48h: 12%; Pf growth 96h: 0%; HCV inh: 14%; Shiga toxin inh: 20

How did COc1ccccc1NC(=O)C(=O)NCC1COc2ccccc2O1 (stereo unspecified) do in these assays?
Giardia FBPA inh: -2%; CHX counter: 23*; Pf growth 48h: 14%; Pf growth 96h: 7%; HCV inh: -8%; Shiga toxin inh: 14

How did CN1CCN(C(=S)c2cn(Cc3ccccc3F)c3ccccc23)CC1 do in these assays?
Giardia FBPA inh: 1%; CHX counter: 5; Pf growth 48h: inconclusive; Pf growth 96h: inconclusive; HCV inh: -17%; Shiga toxin inh: -7

What do the screens show for `C(=C\c1ccccn1)/c1ccccn1`?
Giardia FBPA inh: -11%; CHX counter: 64*; Pf growth 48h: 121%[activator]; Pf growth 96h: 130%[activator]; HCV inh: -18%; Shiga toxin inh: 105*

What do the screens show for `O=C(Nc1nnc(C2CC2)s1)c1cccc(S(=O)(=O)N2CCc3ccccc32)c1`?
Giardia FBPA inh: 6%; CHX counter: 6; Pf growth 48h: -12%; Pf growth 96h: inconclusive; HCV inh: 16%; Shiga toxin inh: -15

How did CC(C)Oc1cccc(C(=O)NC(=S)Nc2ccc3c4c(cccc24)CC3)c1 do in these assays?
Giardia FBPA inh: -4%; CHX counter: -2; Pf growth 48h: 8%; Pf growth 96h: 62%[activator]; HCV inh: -2%; Shiga toxin inh: -12

Results for Cc1ccc2c(c1)C(c1ccc(N3CCOCC3)cc1)=NNC(c1cccs1)=N2 ?
Giardia FBPA inh: 6%; CHX counter: -2; Pf growth 48h: inconclusive; Pf growth 96h: inconclusive; HCV inh: inconclusive; Shiga toxin inh: 15

What do the screens show for `Cc1cccc(OCCN2C(=O)c3ccccc3C2=O)c1`?
Giardia FBPA inh: 1%; CHX counter: 49*; Pf growth 48h: 61%[activator]; Pf growth 96h: 12%; HCV inh: 7%; Shiga toxin inh: 89*

Results for O=C(O)c1cc(S(=O)(=O)N2CCCCC2)sc1Cl ?
Giardia FBPA inh: 3%; CHX counter: -2; Pf growth 48h: -14%; Pf growth 96h: 24%; HCV inh: 34%[activator]; Shiga toxin inh: 2

The closing 4 records of the section before come first, to join the parts:
How did CC(C)Oc1cccc(C(=O)NC(=S)Nc2ccc3c4c(cccc24)CC3)c1 do in these assays?
Giardia FBPA inh: -4%; CHX counter: -2; Pf growth 48h: 8%; Pf growth 96h: 62%[activator]; HCV inh: -2%; Shiga toxin inh: -12

Results for Cc1ccc2c(c1)C(c1ccc(N3CCOCC3)cc1)=NNC(c1cccs1)=N2 ?
Giardia FBPA inh: 6%; CHX counter: -2; Pf growth 48h: inconclusive; Pf growth 96h: inconclusive; HCV inh: inconclusive; Shiga toxin inh: 15

What do the screens show for `Cc1cccc(OCCN2C(=O)c3ccccc3C2=O)c1`?
Giardia FBPA inh: 1%; CHX counter: 49*; Pf growth 48h: 61%[activator]; Pf growth 96h: 12%; HCV inh: 7%; Shiga toxin inh: 89*

Results for O=C(O)c1cc(S(=O)(=O)N2CCCCC2)sc1Cl ?
Giardia FBPA inh: 3%; CHX counter: -2; Pf growth 48h: -14%; Pf growth 96h: 24%; HCV inh: 34%[activator]; Shiga toxin inh: 2

Results for COc1ccc(OC)c(S(=O)(=O)NC2CCN(Cc3ccccc3)CC2)c1 ?
Giardia FBPA inh: 5%; CHX counter: -7; Pf growth 48h: 2%; HCV inh: 4%; Shiga toxin inh: -14

Results for OC(CN1C2=NCCCN2c2ccccc21)c1ccc(Cl)cc1 (stereo unspecified) ?
Giardia FBPA inh: -7%; CHX counter: -2; Pf growth 96h: 209%[activator]; HCV inh: inconclusive; Shiga toxin inh: -5

Results for NC(=O)C1(N2CCCCC2)CCN(Cc2ccccc2Cl)CC1 ?
Giardia FBPA inh: 9%; CHX counter: -1; Pf growth 48h: 18%; Pf growth 96h: -13%; HCV inh: -2%; Shiga toxin inh: -7

Results for CCc1nnc(NC(=O)CSc2nnc3c(C)cc4c(C)ccc(C)c4n23)s1 ?
Giardia FBPA inh: -10%; CHX counter: -2; Pf growth 48h: 18%; Pf growth 96h: inconclusive; HCV inh: inconclusive; Shiga toxin inh: -13

How did CC(=O)Nc1ccc(C(=O)OCc2ccc(Cl)c(Cl)c2)cc1 do in these assays?
Giardia FBPA inh: 1%; CHX counter: 7; Pf growth 48h: inconclusive; Pf growth 96h: 45%[activator]; HCV inh: inconclusive; Shiga toxin inh: 29

How did CCN(CC)C(=O)C1CCCN(C(=O)c2cc(COc3cccc(OC)c3)on2)C1 (stereo unspecified) do in these assays?
CHX counter: -1; Pf growth 48h: 20%; Pf growth 96h: 9.3µM*; HCV inh: -13%; Shiga toxin inh: -13

Results for CC1CCCC(NC(=O)COC(=O)c2ccc(N(C)C)cc2)C1C (stereo unspecified) ?
Giardia FBPA inh: 3%; CHX counter: -1; Pf growth 48h: 11%; HCV inh: 2.8µM*; Shiga toxin inh: -17

Results for O=C(O)CC(Cc1ccc(Cl)cc1)C(=O)Nc1cc(Cl)ccc1Cl (stereo unspecified) ?
Giardia FBPA inh: 8%; CHX counter: 4; Pf growth 48h: -15%; Pf growth 96h: 0%; HCV inh: 24%

Results for C/C(=N\NC(=O)c1ccccc1F)c1cccc(NC(=O)c2ccc(C)cc2)c1 ?
Giardia FBPA inh: -4%; CHX counter: 34*; Pf growth 48h: 69%[activator]; Pf growth 96h: 5.2µM*; HCV inh: inconclusive; Shiga toxin inh: 58*

Results for O=C(COc1cccc(NC(=O)c2ccco2)c1)c1ccc(F)cc1 ?
Giardia FBPA inh: 2%; CHX counter: 15*; Pf growth 48h: -21%; HCV inh: 3%; Shiga toxin inh: 25*

How did Cc1cc2cc(CNC(=O)c3ccc(S(=O)(=O)N(C)C)cc3)ccc2n1C do in these assays?
Giardia FBPA inh: -24%; CHX counter: -2; Pf growth 48h: inconclusive; Pf growth 96h: inconclusive; HCV inh: -11%; Shiga toxin inh: -11

Results for O=C(NNc1ccccc1[N+](=O)[O-])Nc1ccc(F)cc1 ?
Giardia FBPA inh: -10%; CHX counter: 13; Pf growth 48h: 32%[activator]; Pf growth 96h: 72%[activator]; HCV inh: 5%; Shiga toxin inh: 33*

What do the screens show for `CCOc1ccc(N(C(=O)CNC(=O)c2cccs2)C(C(=O)NCC2CCCO2)c2ccc(OC)c(OC)c2)cc1` (stereo unspecified)?
Giardia FBPA inh: 5%; CHX counter: -2; Pf growth 48h: 9.3µM*; Pf growth 96h: -5%; HCV inh: -24%; Shiga toxin inh: -1

Results for COC(=O)c1nc(NC(=O)c2ccccc2)n[nH]1 ?
Giardia FBPA inh: 5%; CHX counter: -3; Pf growth 48h: -1%; Pf growth 96h: inconclusive; HCV inh: 9%; Shiga toxin inh: -10

How did O=C(O)C1C(c2ccccc2)C(C(=O)Oc2ccccc2)C1c1ccccc1 (stereo unspecified) do in these assays?
Giardia FBPA inh: 22%; CHX counter: -3; Pf growth 96h: inconclusive; HCV inh: 18%; Shiga toxin inh: -5

Results for O=C(O)CCC(=O)NNc1nc(-c2ccccc2)c2cc(Cl)ccc2n1 ?
Giardia FBPA inh: -1%; CHX counter: -5; Pf growth 96h: -3%; HCV inh: 9%; Shiga toxin inh: -4

What do the screens show for `O=C(NCCCNCc1ccccc1)c1ccncc1`?
Giardia FBPA inh: -7%; CHX counter: -3; Pf growth 48h: -2%; Pf growth 96h: inconclusive; HCV inh: 5%; Shiga toxin inh: 2

What do the screens show for `O=C(N/N=C/c1ccc(F)cc1)c1c(O)c2ccccc2[nH]c1=O`?
Giardia FBPA inh: 8%; CHX counter: 1; Pf growth 48h: 23%; Pf growth 96h: -8%; HCV inh: 20%; Shiga toxin inh: 2

What do the screens show for `C[C@@H]1CC[C@H]2[C@@H](C)C(=O)O[C@@H]3OC4(C)CC[C@@H]1[C@]32OO4`?
Giardia FBPA inh: 4%; CHX counter: -6; Shiga toxin inh: -10

Results for Cc1nn(Cc2ccccc2Cl)c(Cl)c1C(=O)OCC(=O)NCc1ccco1 ?
Giardia FBPA inh: 6%; CHX counter: 11*; Pf growth 48h: 9%; HCV inh: inconclusive; Shiga toxin inh: 10

What do the screens show for `O=C1C2CCCN2C(c2ccccc2F)N1c1ccc(Cl)cc1` (stereo unspecified)?
Giardia FBPA inh: 2%; CHX counter: 2; Pf growth 48h: 7%; Pf growth 96h: inconclusive; HCV inh: 3%; Shiga toxin inh: -23

How did O=C(c1ccc(S(=O)(=O)N2CCC(c3nc4ccccc4s3)CC2)cc1)N1CCOCC1 do in these assays?
Giardia FBPA inh: -10%; CHX counter: 1; Pf growth 48h: 4%; Pf growth 96h: inconclusive; HCV inh: -24%; Shiga toxin inh: 19

Results for O=C(CSc1nc2cc(C(=O)O)ccc2c(=O)n1-c1ccc(F)cc1)Nc1ccc(F)c(F)c1F ?
Giardia FBPA inh: -18%; CHX counter: 1; Pf growth 96h: inconclusive; HCV inh: 2%; Shiga toxin inh: 10

What do the screens show for `O=S(=O)(N/N=C/c1ccc2c(c1)OCCO2)c1ccc(Cl)cc1`?
Giardia FBPA inh: -1%; CHX counter: 16; Pf growth 48h: 4%; Pf growth 96h: 5%; HCV inh: 4%; Shiga toxin inh: 10

Results for CCCCN(C(=O)CSc1nnc(-c2ccc(Cl)cc2)o1)c1c(N)n(CC(C)C)c(=O)[nH]c1=O ?
Pf growth 48h: 13µM*; Pf growth 96h: inconclusive; HCV inh: -12%

How did COc1ccccc1C(=O)NC(=O)COc1cc(Cl)ccc1Cl do in these assays?
Pf growth 48h: 23%; Pf growth 96h: 13%; HCV inh: 14%

How did COc1ccc(NC(=O)CNC(=O)c2nn(-c3ccc(OC)cc3OC)c(=O)c3ccccc23)c(OC)c1 do in these assays?
Giardia FBPA inh: 3%; CHX counter: 3; Pf growth 48h: inconclusive; Pf growth 96h: 3.3µM*; HCV inh: -3%; Shiga toxin inh: -4

How did COc1ccc(Nc2ncccc2C(=O)Nc2ccccc2)cc1 do in these assays?
Giardia FBPA inh: -27%; CHX counter: 7; Pf growth 48h: -62%; Pf growth 96h: 33%[activator]; HCV inh: -13%; Shiga toxin inh: -3

What do the screens show for `CC1CC/C(=C\c2ccc3c(c2)OCO3)C(=O)/C1=C/c1ccc2c(c1)OCO2` (stereo unspecified)?
Giardia FBPA inh: 0%; CHX counter: -1; Pf growth 48h: inconclusive; Pf growth 96h: inconclusive; HCV inh: inconclusive; Shiga toxin inh: 9

How did CCCCOc1nc2ccccc2nc1C(C#N)S(=O)(=O)c1ccccc1 (stereo unspecified) do in these assays?
Giardia FBPA inh: -3%; CHX counter: 13; Pf growth 48h: 3%; HCV inh: 13%; Shiga toxin inh: -5

Bioassay records deposited in PubChem by National Center for Advancing Translational Sciences (NCATS).
